PLCb3 inh = blocks human PLC-beta3 enzyme activity | actives 0.18% (n = 370,000) | Purified PLC-beta3, fluorogenic substrate, fluorescence | inhibition, % at 12.2 µM; in the data active = inhibition above about 11%;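 note: 0% = median of compound wells on plate and 100% = full blocker control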
ADAM17 inh = ADAM17 inhibition, QFRET primary screen; recombinant ADAM17, EDANS/DABCYL FRET peptide cleavage; inhibition, % at 6.95 µM; actives 0.83% (n = 370,000);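 active = inhibition above the mean of compounds lying between control limits plus 3 SD, set per campaign, cut at about 8.5% in these data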;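 note: 0% = DMSO-only wells as the low control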
ASAP1 GAP inh = blocks human ASAP1-stimulated Arf1 GTP hydrolysis | AID 624377 | actives 0.19% (n = 360,000) | inhibition, % at 16.5 µM | GDP FP detection | Q9ULH1; in the data active = inhibition above about 25%;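 note: 0% = vehicle with enzyme and substrate and 100% = no enzyme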
Target sequence (Q9ULH1 325-724 limits assumed): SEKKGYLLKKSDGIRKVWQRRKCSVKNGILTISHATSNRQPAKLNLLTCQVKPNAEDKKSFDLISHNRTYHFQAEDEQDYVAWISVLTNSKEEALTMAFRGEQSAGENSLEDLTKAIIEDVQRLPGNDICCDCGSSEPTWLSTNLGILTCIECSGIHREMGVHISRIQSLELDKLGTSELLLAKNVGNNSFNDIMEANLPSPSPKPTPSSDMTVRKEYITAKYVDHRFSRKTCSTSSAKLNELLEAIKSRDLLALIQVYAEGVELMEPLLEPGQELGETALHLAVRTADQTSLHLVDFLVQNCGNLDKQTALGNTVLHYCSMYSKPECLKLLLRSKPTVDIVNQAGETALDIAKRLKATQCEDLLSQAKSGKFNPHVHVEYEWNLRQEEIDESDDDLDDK
DDE Tn6 FP inh = inhibitors of Tn6 peptide binding to human fibrin DD(E). Fibrin DD(E) TRITC-Tn6 fluorescence polarization displacement. inhibition, % at 8.3 µM. actives 0.21% (n = 370,000). AID 720509;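 active = inhibition above a per-campaign cutoff: mean of compounds within control limits plus 3 SD, cut at about 15% in these data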;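 note: 0% = median of all compound wells on the plate and 100% = blocking peptide control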
PLCg1 inh = inhibitors of human phospholipase C gamma1. P19174. purified PLC-gamma1, fluorogenic substrate, fluorescence. inhibition, % at 12.2 µM. actives 0.84% (n = 370,000); in the data active = inhibition above about 9.5%
DDE Tn7 FP inh = inhibitors of Tn7 peptide binding to human fibrin DD(E). P02675. AID 720508. actives 0.13% (n = 370,000). FP displacement of FITC-Tn7 peptide from fibrin DD(E); 0% = median of compound wells per plate. inhibition, % at 8.3 µM;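 active = inhibition above the mean of compounds falling within the control limits plus 3 SD of them, cut at about 14% in these data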;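 note: 0% = plate median of compound wells and 100% = 10 µM Aha-Tn7 peptide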
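Also added: labelled Tn7 tracer, 0.1 µM; Assay system: human fibrin DD(E) protein; Amount: 2 µM fibrin DD(E); Schedule: 10 min compound pre-incubation, 3 h probe incubation at room temperature; Repeats: one replicate per compound; Read-out basis: percent inhibition; Measured by: fluorescence polarization of the labelled Tn7 tracer.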
TDP2 absorb = blocks human TDP2 phosphodiesterase activity. actives 0.34% (n = 370,000). O95551. inhibition, % at 12.8 µM. recombinant TDP2, T5PNP hydrolysis, p-nitrophenol absorbance 415 nm;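 active = inhibition above the mean of all tested compounds plus 3 SD, set per campaign, cut at about 25% in these data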;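 note: 0% = DMSO with enzyme and 100% = buffer with substrate but no TDP2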
Target sequence (O95551 whole entry, looked up): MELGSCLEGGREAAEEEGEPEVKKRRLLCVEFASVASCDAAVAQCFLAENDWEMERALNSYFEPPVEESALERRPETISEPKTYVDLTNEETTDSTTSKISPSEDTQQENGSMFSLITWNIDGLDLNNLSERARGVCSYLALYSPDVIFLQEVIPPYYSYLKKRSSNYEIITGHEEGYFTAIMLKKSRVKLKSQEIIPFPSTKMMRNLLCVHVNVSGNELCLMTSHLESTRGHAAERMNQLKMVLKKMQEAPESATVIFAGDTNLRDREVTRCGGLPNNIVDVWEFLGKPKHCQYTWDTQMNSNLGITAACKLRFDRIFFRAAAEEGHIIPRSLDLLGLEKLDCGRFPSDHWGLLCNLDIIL
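Test system: human TDP2 enzyme; Input: 120 nM TDP2 per well; Buffer or medium: Mg2+-containing Tris-HCl buffer, pH 7.5; Reagent: 5 mM T5PNP; Dosing: 12.8 µM single point, 1% DMSO; Incubation: reaction 2 h, 37 °C; Detection: p-Nitrophenol epi absorbance; Read-out: % inhibition relative to enzyme-containing and enzyme-free wells; Replicates: single well per compound.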
SIAE primary = human SIAE inhibition, primary screen | actives 0.69% (n = 370,000) | inhibition, % at 9.66 µM | SIAE FP-Rh probe binding, fluorescence polarization | Q9HAT2;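 active = inhibition above a cutoff: mean of compounds within the control limits plus 3 SD of those, cut at about 17% in these data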;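 note: 0% = plate median of compound wells and 100% = probe without SIAE protein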
ADAM10 inh = inhibitors of human ADAM10 | actives 0.62% (n = 370,000) | recombinant ADAM10, EDANS/DABCYL FRET peptide cleavage, 3 h | AID 720582 | inhibition, % at 7 µM | O14672;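 active = inhibition above a per-campaign cutoff equal to the mean of compounds falling between control-based bounds plus 3 SD, cut at about 20% in these data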;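 note: 0% = DMSO wells while the 100% control is not disclosed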
ARFGAP1 inh = inhibits rat ARF GTPase activating protein 1 | Q62848 | Arfgap1-stimulated ARF1 GTP hydrolysis, GDP FP detection | inhibition, % at 16.5 µM | actives 0.26% (n = 360,000);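 active = inhibition above a per-plate limit, mean inhibition of low control wells plus 3 SD, cut at about 25% in these data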;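 note: 0% = DMSO wells with enzyme and 100% = wells lacking Arfgap1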
Target sequence (Q62848 1-136 limits assumed): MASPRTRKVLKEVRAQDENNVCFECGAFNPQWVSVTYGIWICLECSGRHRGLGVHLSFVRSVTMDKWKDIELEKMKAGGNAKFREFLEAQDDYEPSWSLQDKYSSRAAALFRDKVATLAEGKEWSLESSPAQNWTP
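Material – truncated rat Arfgap1 GAP domain · Buffer or medium – HEPES-based buffer, pH 7.5 · Reagent – human ARF1(Δ1-17)-GTP substrate · Dosing – 16.5 µM single point, 1.26% DMSO · Schedule – GTP hydrolysis reaction 2 h at 25 °C · Technique – GDP detection by fluorescence polarization · Benchmarks – No-Arfgap1 wells (100%) versus DMSO full-reaction wells (0%) · Repeats – single replicate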
* hit, by the source's call; . = not tested or not shown.

smiles	PLCb3 inh	ADAM17 inh	ASAP1 GAP inh	DDE Tn6 FP inh	PLCg1 inh	DDE Tn7 FP inh	TDP2 absorb	SIAE primary	ADAM10 inh	ARFGAP1 inh
CC(=O)NCCC1CCN(C(=O)c2cc(COc3ccc(C)nc3)on2)CC1	-6	-1	-3	-2	0	-9	18	8	1	-7
CCc1nc2ccc(C(=O)Nc3cccc(NS(C)(=O)=O)c3)cn2c1N(C)Cc1nccn1C	-2	1	-1	3	1	-5	-7	4	-4	4
O=S(=O)(c1ccccc1)c1nc(-c2ccco2)oc1N1CCCCCC1	-5	-2	-2	8	-4	0	-9	2	6	-2
CC(=O)Nc1cccc(-c2ccnc3c2CC(C)(C(=O)NCCN(C)C)O3)c1 (stereo not drawn)	6	-1	-6	3	4	2	4	-2	-5	-3
Cc1cc(C)nc(Oc2ccc(Br)cc2Br)n1	-16	-3	9	-3	-15	3	-8	5	3	-5
COc1ccc(C(=O)Nc2nc3c(s2)Cc2cc(OC)ccc2-3)cc1	-40	-7	-3	2	-30	1	32*	1	-16	8
CC(C)(Oc1ccc(Cl)cc1)C(=O)NCc1n[nH]c(=O)c2ccccc12	-11	1	11	2	-5	-4	2	1	-7	13
CCOc1cc(CNS(=O)(=O)c2ccc3c(c2)CC(=O)N3C)cc(OCC)c1OCC	-7	-3	-16	1	-1	0	9	0	-2	5
Nc1ccc(S(=O)(=O)Nc2nccc(/C=C/c3cccc([N+](=O)[O-])c3)n2)cc1	2	-2	-2	7	0	3	0	-6	-8	18
COc1ccc(NC(=O)N2CCC(n3nnc4cc(C)ccc43)CC2)cc1	3	-3	16	1	-1	-7	9	2	2	3
CN(c1ccccc1)S(=O)(=O)c1ccc2c(c1)oc(=O)n2C	-4	1	-2	4	-1	-2	-7	-6	-5	2
CCN1C(=O)/C(=C\c2cn(CCC#N)nc2-c2ccc(F)cc2)SC1=S	-2	-6	5	1	0	8	1	-14	-3	9
CCN(CC)S(=O)(=O)c1ccc(Cl)c(C(=O)Oc2cccnc2)c1	1	-3	1	0	-3	-2	5	3	8	1
COc1ccc(CCNC(=O)c2cccc(NS(=O)(=O)c3ccccc3F)c2)cc1OC	-5	-7	2	-14	-6	-1	3	-6	-1	7
CCOC(=O)CSc1nc2c(c(=O)n(C)c(=O)n2C)n1Cc1ccccc1F	4	2	0	-5	-1	-2	6	-1	-8	-2
C=CCN(CC#Cc1ccc(C)cc1)Cc1ccc(OC)cc1OC	0	-1	.	-1	0	-3	1	-4	0	.
Cc1cccc(C(=O)NCC(c2ccco2)N2CCc3ccccc32)c1 (stereo not drawn)	1	0	2	1	-3	8	13	22*	3	7
CCOC(=O)N1CCN(C(=S)NC(=O)c2cccc(OC)c2)CC1	-5	-3	-8	0	-1	5	-7	6	-4	-5
CCNC(=O)CN(CCc1ccccc1)S(=O)(=O)c1ccc(OC)cc1	-1	0	11	2	-5	5	-4	0	-10	10
CC1(Oc2ccc3ccccc3c2)CCN(Cc2ccc(OC(F)(F)F)cc2)C1 (stereo not drawn)	3	-1	-7	0	0	-10	-3	6	-11	-4
COc1ccc(CC(=O)O/N=C(\N)c2ccc(C)cc2)cc1	-8	-2	-18	2	-3	9	-3	-6	-2	3
O=C(O)C1(c2ccccc2)CCN(S(=O)(=O)c2cccs2)CC1	-5	-2	-5	-2	1	1	12	0	-1	2
CN(C(=O)CSc1nnc(-c2ccco2)o1)C1CCCCC1	0	-6	1	1	-1	4	0	0	-9	1
Cc1cccc(-n2nc(C(=O)c3ccco3)cc(-c3nc4ccccc4[nH]3)c2=N)c1	-22	-3	-5	-5	-18	1	2	-3	-1	5
COCCN1C(=O)N[C@@H](c2ccccc2)[C@H](C(=O)OC)[C@H]1C	2	0	8	-1	2	-7	-1	2	0	15
C=CCNC(=O)C12CCC(C)(C(=O)C1Br)C2(C)C (stereo not drawn)	0	-3	4	4	0	-9	3	2	-1	1
COc1ccc(/C=N/NC(=O)CCn2nc(C)cc2C)cc1	-11	-1	-4	5	-4	3	-3	1	-2	-1
COC(=O)c1cccc(Oc2nc3c(c(=O)n(C)c(=O)n3C)n2Cc2ccc(C)cc2)c1	-2	-3	2	1	3	2	-18	-6	-2	8
CCOC(=O)N1CCN(C(=O)/C(=C/c2ccc(N(C)C)cc2)NC(=O)c2ccccc2)CC1	-67	0	1	12	-50	8	-3	1	-22	-4
N#CC1(Cc2ccccc2Cl)c2ccccc2C=CN1C(=O)c1ccccc1 (stereo not drawn)	0	11*	1	-6	0	-6	-5	-10	15	-3
CCOc1ccc(-n2c(=O)c3sccc3n(CC(=O)NCc3ccco3)c2=O)cc1	0	-1	-1	9	-1	0	-2	2	-4	2
COc1ccc(NC(=O)NCCCCc2ccccc2)c(OC)c1	-4	-1	-4	1	1	-2	8	5	1	10
C=CCN1C(=O)C2(c3ccccc31)C1CCCC=C1C(C#N)=C(N)C2(C#N)C#N (stereo not drawn)	-12	4	8	9	-13	1	0	-9	-1	-10
CC(C)NC(=O)C1(C)CCCCN1Cc1cccc(C(F)(F)F)c1 (stereo not drawn)	1	-5	5	-2	0	1	5	3	-9	-3
COc1ccccc1NS(=O)(=O)c1ccc(NC(C)=O)cc1	3	0	5	7	8	-3	-16	-2	6	-10
CC1CCc2c(C(=O)N3CCN(S(=O)(=O)c4cccs4)CC3)csc2C1 (stereo not drawn)	2	5	10	-1	1	-2	-15	0	8	-3
COc1ccc(C2C(C(=O)Nc3c(C)cccc3C)CCC(=O)N2c2ccc(OC)cc2)cc1 (stereo not drawn)	-3	-1	.	-8	2	-4	-4	0	-10	.
CCN(C(=O)CSc1nc2nc(C)cc(C)n2n1)c1ccccc1	-2	-4	17	0	-2	-7	-11	-7	-3	3
COc1ccc(/C=C/C(=O)Nc2ccccc2C(=O)N2CCCC2)cc1	0	-2	-4	-8	0	8	0	-2	4	2
Cc1noc(-c2ccc(Cl)cc2)c1C(=O)O/N=C(\N)c1ccc(C(C)(C)C)cc1	-7	-4	3	4	2	1	4	6	0	2
CC(C)OCCCNC(=O)C1CC(=O)N(CCc2ccc(F)cc2)C1 (stereo not drawn)	-4	0	6	0	1	8	1	-10	0	2
Cn1c(-c2cc(Br)ccc2O)n[nH]c1=S	-11	-8	1	-7	-9	1	7	8	-16	16
COC(=O)CCNC(=O)Cn1cnc2sc3c(c2c1=O)CCCC3	1	-2	-10	4	1	-1	8	-5	-4	-7
COc1cccc(-c2cnc3c(NC(C)=O)cc(-c4cc(F)ccc4OC)cn23)c1	-24	-4	12	-16	-18	-4	4	-3	-22	2
Cc1noc(C)c1S(=O)(=O)N1CCCC1C(=O)NC(C)(C)C (stereo not drawn)	-7	-2	-3	-14	-5	-3	5	-4	-2	1
Cc1cc(C)cc(N2C(=O)CN(Cc3sccc3C)C2=S)c1	5	0	-3	7	-1	5	-5	9	3	-11
CCCN(CC1CC1)C(=S)Nc1ccc(Oc2ccccc2)cc1	-4	1	1	-7	0	4	0	7	4	0
COc1ccccc1CNS(=O)(=O)c1cc(C)ccc1OC	-1	-3	-12	-4	2	2	-3	1	-3	3
Cc1nc2ccc(C(=O)N3c4ccccc4CC3C)cc2s1 (stereo not drawn)	-3	1	3	-1	0	0	-3	-3	-8	1
CC1CCCN(C(=O)CCNS(=O)(=O)c2ccc3c(c2)c(=O)n(C)c(=O)n3C)C1 (stereo not drawn)	-8	-3	11	-2	-2	1	-13	-1	0	5
COc1ccc(CCNC(=O)CNS(=O)(=O)c2ccc(Br)s2)cc1OC	1	-2	5	8	2	-6	8	5	-2	-16

In the list so far, 7 have fluorine:
smiles	PLCb3 inh	ADAM17 inh	ASAP1 GAP inh	DDE Tn6 FP inh	PLCg1 inh	DDE Tn7 FP inh	TDP2 absorb	SIAE primary	ADAM10 inh	ARFGAP1 inh
CCN1C(=O)/C(=C\c2cn(CCC#N)nc2-c2ccc(F)cc2)SC1=S	-2	-6	5	1	0	8	1	-14	-3	9
COc1ccc(CCNC(=O)c2cccc(NS(=O)(=O)c3ccccc3F)c2)cc1OC	-5	-7	2	-14	-6	-1	3	-6	-1	7
CCOC(=O)CSc1nc2c(c(=O)n(C)c(=O)n2C)n1Cc1ccccc1F	4	2	0	-5	-1	-2	6	-1	-8	-2
CC1(Oc2ccc3ccccc3c2)CCN(Cc2ccc(OC(F)(F)F)cc2)C1 (stereo not drawn)	3	-1	-7	0	0	-10	-3	6	-11	-4
CC(C)NC(=O)C1(C)CCCCN1Cc1cccc(C(F)(F)F)c1 (stereo not drawn)	1	-5	5	-2	0	1	5	3	-9	-3
CC(C)OCCCNC(=O)C1CC(=O)N(CCc2ccc(F)cc2)C1 (stereo not drawn)	-4	0	6	0	1	8	1	-10	0	2
COc1cccc(-c2cnc3c(NC(C)=O)cc(-c4cc(F)ccc4OC)cn23)c1	-24	-4	12	-16	-18	-4	4	-3	-22	2

From PubChem
